STK33 kinase inh: blocks human STK33 kinase activity; Q9BYT3; purified STK33, MBP phosphorylation, ADP-Glo luminescence; inhibition, % at 10 µM; hit rate 0.073% among 320,000;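 active = inhibition at or above 25%, using the most active replicate where run in duplicate; inactive = inhibition below 25%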
Target sequence (Q9BYT3 whole entry, looked up): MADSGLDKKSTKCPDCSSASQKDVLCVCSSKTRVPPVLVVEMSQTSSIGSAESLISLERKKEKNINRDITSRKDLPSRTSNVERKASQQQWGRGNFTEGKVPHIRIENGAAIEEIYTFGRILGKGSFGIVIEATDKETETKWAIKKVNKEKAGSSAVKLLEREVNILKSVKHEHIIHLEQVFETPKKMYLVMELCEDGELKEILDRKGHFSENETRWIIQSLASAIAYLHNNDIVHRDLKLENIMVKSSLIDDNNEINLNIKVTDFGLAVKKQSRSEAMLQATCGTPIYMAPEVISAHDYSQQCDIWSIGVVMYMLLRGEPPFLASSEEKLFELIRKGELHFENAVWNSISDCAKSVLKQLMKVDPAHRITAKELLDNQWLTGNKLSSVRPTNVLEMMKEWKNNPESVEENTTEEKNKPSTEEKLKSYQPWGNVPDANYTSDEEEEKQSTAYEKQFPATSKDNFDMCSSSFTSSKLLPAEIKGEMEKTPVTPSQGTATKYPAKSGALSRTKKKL
CHT block: inhibitors of human choline transporter CHT; hit rate 0.86% among 310,000; B-score at 10 µM; CHT-expressing cells, membrane potential dye, choline response; hits give low values; Q9GZV3;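 active = B-score over 3 SD under the library average, and starting fluorescence ratio not unusually high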;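 also: choline stimulus applied at its EC90 after an EC20 pre-addition; B-score computed on integrated fluorescence ratio after choline addition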
CHT allo act: allosteric activators of human choline transporter CHT. CHT-expressing cells, membrane potential dye, choline EC20; hits give high values; LV-AA mutant CHT in HEK293 cells. B-score at 10 µM. hit rate 0.49% among 310,000. AID 488977;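 active = initial fluorescence not abnormally high and integrated response B-score, plate-corrected, over 3 SD above library mean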
Active calls of the source: *; i = inactive; . = not tested or not shown.

smiles	STK33 kinase inh	CHT block	CHT allo act
Cc1cc(Cl)c(S(=O)(=O)NC2CCCCC2)cc1OCC(=O)Nc1nncs1	-0.6	i	i
CC(C)COc1ccc(-c2nn(-c3ccccc3)cc2CO)cc1	-0.7	i	i
Cc1ccc2nc3c(cc(C#N)c(=O)n3-c3nccs3)c(=O)n2c1	-2.9	i	i
CC1C(=O)N2CCCc3cc(NS(C)(=O)=O)cc1c32 (stereo not given)	0.6	i	i
COc1cccc(NC(=O)N2C3CCCC2CC(NC(C)=O)C3)c1 (stereo not given)	-1.1	i	i
CC1(C)CC(NC(=O)COc2cc3oc(=O)c4c(c3cc2Cl)CCC4)CC(C)(C)N1	2.5	i	i
O=C1CSc2ccc(C(=O)O)cc2N1	-1.2	i	i
N#CC1=C(N)Oc2n[nH]c(-c3cccs3)c2C1c1cccnc1 (stereo not given)	-1.4	i	i
Cc1cc(Br)cc2cn[nH]c12	0.2	i	i
CCNS(=O)(=O)c1ccc(CCC(=O)NCc2ccccc2)cc1	-0.9	i	i
COc1cc(CN2C(=O)C(NC(=O)c3ccco3)(C(F)(F)F)C3=C2CC(C)(C)CC3=O)cc(OC)c1 (stereo not given)	-1.5	i	i
Cc1ccc(C[n+]2cccc(-c3ccccc3)c2)c(C)c1	-0.8	i	8.4*
COc1cc(O)oc1C=Nc1ccccc1	-0.3	i	i
CCCn1c(NC(=O)c2cccc(C)c2C)nc2ccccc21	0.3	i	i
COc1ccc(C(=O)Cn2nc(CNc3ccc(Br)cc3)[n+]3c2CCCCC3)cc1	0.9	i	i
Cc1cc(C(=O)COC(=O)c2ccc(N)c([N+](=O)[O-])c2)c(C)n1Cc1ccc2c(c1)OCO2	-1.1	i	i
COC(=O)C1=C(C)N(Cc2ccc(OC)cc2)C(=O)/C1=C\c1ccco1	-1.5	i	i
CSCCC(NS(=O)(=O)c1ccc(Cl)cc1)C(=O)OCC(=O)N1CCCc2ccccc21 (stereo not given)	-0.6	i	i
CCOc1ccc(C(F)(F)F)cc1NC(=O)COc1ccc(C(F)(F)F)cc1[N+](=O)[O-]	-0.7	i	i
CCCCNC(=S)Nc1ccc2nc(N3CCN(CC)CC3)cc(C)c2c1	0.2	i	i
Cc1sc2ncn(CC(=O)NCc3ccccc3)c(=O)c2c1C	2.9	i	i
O=c1cc(CSc2nnc(COc3ccccc3)n2-c2ccccc2)c2ccccc2[nH]1	0.5	i	i
COc1cc(C)c(S(=O)(=O)n2nnc3ccccc32)cc1C	-1.2	i	i
CN(C)C(CNC(=O)CNC(=O)c1ccc(Br)cc1)c1ccccc1 (stereo not given)	0.3	i	i
COc1ccc(CNC(=O)c2cc(-c3cc(C)ccc3O)n[nH]2)cc1	-1.1	i	i
Cc1sc2c(c1C)c(=O)nc1scc(CC(=O)O)n12	0.5	i	i
Cc1cccn2c(=O)c3cc(C#N)c(=NC(=O)c4ccccc4)n(Cc4ccco4)c3nc12	-0.2	i	i
CCOc1cc(C)nc(N2CCN(C3CCCCC3)CC2)n1	0.5	i	i
COCCN(CCOC)S(=O)(=O)c1ccc(C(=O)Nc2sc3c(c2C(N)=O)CCCCC3)cc1	3.3	i	i
O=C(/C=C/c1ccccc1Cl)Nc1ccc(-c2nnc3n2CCCCC3)cc1	0.5	i	i

Other results
smiles	STK33 kinase inh	CHT block	CHT allo act
Cn1c(CCCOc2ccc(Cl)cc2Cl)n[nH]c1=S	-0.9	i	i
COc1ccc(C(=O)NCCN2C(=O)S/C(=C\c3cccnc3)C2=O)c(OC)c1OC	-0.7	i	i
O=c1c2[nH]c3ccc(F)cc3c2ncn1CCN1CCN(Cc2ccccc2)CC1	-1.5	i	i
O=C(O)CC1S/C(=N\N=C/c2ccccc2)N(c2ccc(O)cc2)C1=O (stereo not given)	-1.3	i	i
Cc1cc(NC(=O)/C=C/c2ccc(F)cc2)n(-c2nc3ccccc3[nH]2)n1	0.9	i	i
O=C(NNC(=S)NCc1ccc(Cl)cc1)c1ccc(Br)o1	0.7	i	i
COc1cccc(OC)c1C(=O)N1CCN(Cc2ccccc2C)CC1	-2.4	i	i
Cc1c([N+](=O)[O-])cc(C(=O)N2CCOCC2)cc1[N+](=O)[O-]	-0.6	i	i
COc1ccc(CCCc2nnc(SCC(=O)Nc3cc(C)c(C)cc3Br)o2)cc1	7.4	i	i
O=C(Nc1ccc(F)cc1F)NC1CCN(Cc2c(F)cccc2Cl)CC1	-1.2	i	i
COc1ccc(-n2c(O)c(C=NC3CC3)c(=O)[nH]c2=O)cc1	1.1	i	i
CC(=O)Oc1ccccc1C1OC(=O)c2ccccc2N1C(C)=O (stereo not given)	1.0	i	i
O=C(CSc1nnc(CNC(=O)c2cccs2)o1)c1ccccc1	-0.2	i	i
CCC(C)[C@H](NC(=O)NCCCOC(C)C)C(=O)OC (stereo not given in full)	-0.7	i	i
c1ccc(CSC2=NCCS2)cc1	0.9	i	i
Cc1cc(C)nc(NS(=O)(=O)c2ccc(NC(=O)CCCN3C(=O)c4ccccc4C3=O)cc2)n1	-0.8	i	i
Nn1c(SCc2nc3ccccc3[nH]2)nnc1C1CCCCC1	0.3	i	i
CN1CCN(NC(=S)Nc2ccc(OC(F)F)cc2)CC1	-0.8	i	i
CCCCOC(=O)Cn1c(=N)n(CCN2CCOCC2)c2ccccc21	-1.2	i	i
CC1CCCCN1C(=S)Nc1ccc(OC(F)F)cc1 (stereo not given)	-1.4	i	i
CC(C)(C)NC(=O)CN(C(=O)c1ccc(Cl)nc1)c1cccc2ccccc12	-1.0	i	i
O=C(Nc1ccc2c(c1)OCO2)C1CC(c2c(F)cccc2Cl)=NO1 (stereo not given)	-0.8	i	i
CC(C)(C)NC(=S)NC1CC1	-1.2	i	i
Cc1cc(C)cc(N(C(C)C(=O)N2CCCCC2)S(C)(=O)=O)c1 (stereo not given)	-1.7	i	i
C=CCOc1ccc(/C=C/C(=O)OCC(=O)NC(C)c2ccc(F)cc2)cc1 (stereo not given)	-1.1	i	i
O=C(Nc1cc2c3c(c1)CC(=O)N3CCC2)c1ccc(Br)cc1	0.4	i	i
CS(=O)(=O)N1CCc2cc(C(=O)Nc3ccc(Cl)cc3)ccc21	0.3	i	i
c1csc(-c2nc(NCC3CCCO3)c3ccccc3n2)c1 (stereo not given)	-0.5	i	i
COc1ccc(CN(C)C(=O)CNC(=O)c2ccc3ccccc3c2)c(OC)c1	-0.9	i	i
CCOC(=O)CN(C(=O)COC(=O)C1(c2ccccc2)CC1)c1ccc(F)cc1	-0.1	i	i

Retrieved by compound from above (5):
smiles	STK33 kinase inh	CHT block	CHT allo act
COc1ccc(CNC(=O)c2cc(-c3cc(C)ccc3O)n[nH]2)cc1	-1.1	i	i
O=c1c2[nH]c3ccc(F)cc3c2ncn1CCN1CCN(Cc2ccccc2)CC1	-1.5	i	i
CSCCC(NS(=O)(=O)c1ccc(Cl)cc1)C(=O)OCC(=O)N1CCCc2ccccc21 (stereo not given)	-0.6	i	i
CCCCOC(=O)Cn1c(=N)n(CCN2CCOCC2)c2ccccc21	-1.2	i	i
COc1cccc(NC(=O)N2C3CCCC2CC(NC(C)=O)C3)c1 (stereo not given)	-1.1	i	i

Back to the main list with the 2 entries that preceded the break.
smiles	STK33 kinase inh	CHT block	CHT allo act
COc1ccc(CN(C)C(=O)CNC(=O)c2ccc3ccccc3c2)c(OC)c1	-0.9	i	i
CCOC(=O)CN(C(=O)COC(=O)C1(c2ccccc2)CC1)c1ccc(F)cc1	-0.1	i	i
CCCCN(CC)C(=O)CN1C(=O)c2ccccc2C1=O	0.1	i	i
CCN1CCN(CCNC(=O)CCCn2nc(C)c3c(C)n(-c4ccc(C)cc4)nc3c2=O)CC1	-1.4	i	i
OC(CN1CCC(Cc2ccccc2)CC1)c1ccccc1 (stereo not given)	-1.7	i	i
Cc1ccnc(NS(=O)(=O)c2ccc(N3C(=O)c4ccccc4C3=O)cc2)n1	-0.4	i	i
Cc1cccc(OC(=O)c2cccnc2)c1C	-0.4	i	i
CCCCNC(=O)CC1N=C2c3ccccc3N=C(SCC(=O)Nc3ccccc3C)N2C1=O (stereo not given)	-0.7	i	i
COc1ccc(OC)c(-c2csc(NC(=O)C3COc4ccccc4O3)n2)c1 (stereo not given)	-1.3	i	i
CN(Cc1nc2ccccc2n1C)S(=O)(=O)c1ccc(Cl)cc1	0.3	i	i
COc1ccc2[nH]c(C(=O)NCCCn3ccnc3)cc2c1	-0.3	i	i
O=[N+]([O-])c1cc(-c2nc(-c3ccncc3)no2)ccc1Cl	-0.3	i	i
CCCSc1nc2c(cnn2-c2ccccc2)c(=O)[nH]1	-2.4	i	i
COc1cc(/C=N/Nc2cccc(C)c2)ccc1OC(=O)c1ccco1	3.5	i	i
COc1ccc(NS(=O)(=O)c2cccs2)cc1S(=O)(=O)N1CCCCC1	.	i	i
O=C(NCc1cccnc1)c1ccc(Cl)c(S(=O)(=O)N2CCOCC2)c1	0.9	i	i
Cc1cc(=O)oc2cc(OCC(=O)Nc3ccccc3C(=O)O)ccc12	-0.2	i	i
COc1cc(-c2nnc3n2N=C(c2ccccc2)CS3)cc(OC)c1OC	-0.2	i	i
CC(=O)NC(Cc1ccccc1)Cc1ccccc1	-0.9	i	i
Cc1nc(N2CCN(Cc3ccccc3)CC2)nc2c1C(=O)CC(C)C2 (stereo not given)	-1.0	i	i
O=C(CC(c1ccccc1)c1ccccc1)Nc1nn[nH]n1	-0.5	i	i
Cc1cccc(Sc2c([N+](=O)[O-])ncn2C)c1	-1.0	i	i
CN(C)CCCn1c(=O)n(Cc2ccco2)c(=O)c2c3c(sc21)CCCCC3	-0.2	i	i
Clc1ccc2nc(-c3ccncc3)cc(-c3ccccc3)c2c1	-1.3	i	i
Cc1ccc(N(CCO)C(=S)Nc2ccccc2)cc1	0.8	i	i
CCc1ccc(OCC(=O)OCC(=O)NCCNC(=O)COC(=O)COc2ccc(CC)cc2)cc1	-1.8	i	i
CCN(CC)CCNC(=O)c1ccccc1N	0.4	i	i
CC(C)CN(C(=O)COC(=O)c1ccc2ccccc2c1)c1c(N)n(Cc2ccccc2)c(=O)[nH]c1=O	-1.3	i	i
S=C(NCCc1ccc(Cl)cc1)NC1CCCCC1	-1.5	i	i
O=C(COC(=O)c1cccnc1Nc1cccc(C(F)(F)F)c1)NCCN1C(=O)CSC1=O	1.4	i	i
C#Cc1ccc(C(=O)Nc2cc(C(N)=O)ccc2N2CCOCC2)cc1	-2.8	i	i
C/C(=N\NC(=O)C(=O)Nc1c(C)n(C)n(-c2ccccc2)c1=O)c1ccncc1	-0.4	i	i

Next records
smiles	STK33 kinase inh	CHT block	CHT allo act
COc1ccc(Nc2c3c(nc4ccccc24)CCCC3)cc1OC	-1.5	i	i
CCc1nc2ccccc2c(C(=O)OCC(=O)NCc2ccc3c(c2)OCO3)c1C	0.8	i	i
COc1ccc(C2/C(=C(/O)c3ccccc3)C(=O)C(=O)N2c2ccccn2)cc1OC (stereo not given)	-1.2	i	i
COc1ccc(N(CN2C(=O)c3ccccc3C2=O)C(=O)C(C)C)cc1	-0.9	i	i
CN(C)c1ccc(NC(=S)c2ccc3ccccc3n2)cc1	-0.4	i	i
C=CCNC(=O)C1=NN(c2c(F)c(F)cc(F)c2F)C(=O)CC1	-1.1	i	i
O=C(NC1CCCCCCC1)NC1CCCCC1	3.3	-5.7*	i
Cc1cc(C)cc(OCc2ccc(C(=O)O)o2)c1	-0.1	i	i
O=C1C(=O)N(CC2CCCO2)C(c2ccccc2[N+](=O)[O-])/C1=C(/O)c1ccccc1 (stereo not given)	7.1	i	i
Cc1nccn1-c1c2c(c(C#N)c3nc4ccccc4n13)CCC2	-0.9	i	i
CCOC(=O)C1C(=O)NC(c2ccccc2)=NC1c1ccc(F)cc1 (stereo not given)	-1.7	i	i
COc1ccccc1NC(=O)CN1CCN(CC(=O)Nc2ccccc2Cl)CC1	-1.5	i	i
Cc1ccc(Nc2nc(CSc3nnnn3-c3ccccc3)cc(=O)[nH]2)cc1	-1.6	i	i
CCN(CC)c1nc2ccccc2n2cnnc12	2.5	i	i
Cc1ccc(C(=O)/C=C/c2cn(CN3CCN(C)CC3)c3ccccc23)cc1	1.0	i	i
COc1cc(NC(=O)CCc2nnc3ccc(N4CCCC4)nn23)cc(OC)c1OC	-0.1	i	i
COc1ccccc1N1CCN(C(=O)C(C)N(c2ccccc2)S(C)(=O)=O)CC1 (stereo not given)	0.4	i	i
COCCn1ccc2c(OCC(=O)NCc3ccccc3)cccc2c1=O	-0.9	i	i
COc1ccc(CNCc2cc(OC)ccc2OC)cc1	-0.9	i	i
O=C(CSc1nc2ccccc2nc1N1CCCC1)Nc1ccc(F)cc1	-0.6	i	i
COc1cc(C(=O)N2CCN(C/C=C/c3ccccc3)CC2)cc(OC)c1OC	-1.5	i	i
CCOC(=O)c1nnn(-c2ccc([N+](=O)[O-])cc2[N+](=O)[O-])c1C	-0.1	i	i
CSCCC(NS(=O)(=O)c1ccc(Cl)cc1)C(=O)OCC(=O)NC1CCCCC1 (stereo not given)	-0.1	i	i
